mIAP inh: mouse IAP inhibition; AID 2806; 0.2% of 330,000 active; purified mouse IAP, CDP-Star luminescence, 30 min; inhibition, % at 10 µM;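 active means inhibition of at least 40% at 10 µM in the primary screen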;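 further: plate controls were DMSO with enzyme for no effect and no enzyme wells for full effect; values of inactives mirror those of a sister screen read the other way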
NR3A LBD binder: NR3A (human) ligand-binding domain modulation; NR3A LBD differential scanning fluorimetry, Tm shift; 0% = protein alone, 100% = glycine-bound protein; Tm shift relative to glycine control, % at 25 µM; 2.5% of 340,000 active;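 active means melting temperature shift of at least 10% of the positive control shift, at one fixed dose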
mIAP act: increases mouse intestinal alkaline phosphatase activity. muIAP, CDP-Star luminescence, 30 min; hits give high values; 1 = vehicle-only enzyme signal, 0 = enzyme-free wells. activation factor at 10 µM. 0.24% of 330,000 active. AID 2805;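 active means activation factor of at least 2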; further: the source names both 10 and 20 µM as test concentration; values of inactives mirror those of a sister screen read the other way
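Assay system: mouse IAP enzyme; Reagent: CDP-Star chemiluminescent phosphatase substrate; Compound: DMSO-dissolved test compounds; Incubation: 30 min, room temperature; Technique: luminescence from enzymatic CDP-Star hydrolysis; Controls: DMSO-only wells and no-enzyme negative control.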
APOBEC3A inh: blocks human APOBEC3A ssDNA deamination | 0.41% of 330,000 active | AID 493011 | inhibition, % at 20 µM | recombinant A3A, FAM/TAMRA ssDNA deamination fluorescence;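 active means at least 40% inhibition at 20 µM here, with at most 30% in a related deaminase screen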;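 further: plate controls were A3A with DMSO for no effect and wells lacking A3A enzyme for full effect; some results filed as inactive read as strong as hits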
Target sequence (P31941 whole entry, looked up): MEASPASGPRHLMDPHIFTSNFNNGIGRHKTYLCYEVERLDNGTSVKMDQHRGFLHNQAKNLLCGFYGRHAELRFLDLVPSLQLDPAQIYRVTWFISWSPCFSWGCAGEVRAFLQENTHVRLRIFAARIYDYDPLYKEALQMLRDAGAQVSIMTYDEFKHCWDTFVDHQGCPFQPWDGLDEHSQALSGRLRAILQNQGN
hIAP act: increases human intestinal alkaline phosphatase activity. P09923. purified human IAP, CDP-Star luminescence, 30 min; hits give high values; 1 = vehicle-only enzyme, 0 = enzyme-free background. activation factor at 10 µM. 0.16% of 330,000 active. AID 2524;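 active means activation factor of the enzyme at least 2-fold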; further: the source names both 10 and 20 µM as test concentration; values of inactives mirror those of a sister screen read the other way
Target sequence (P09923 whole entry, looked up): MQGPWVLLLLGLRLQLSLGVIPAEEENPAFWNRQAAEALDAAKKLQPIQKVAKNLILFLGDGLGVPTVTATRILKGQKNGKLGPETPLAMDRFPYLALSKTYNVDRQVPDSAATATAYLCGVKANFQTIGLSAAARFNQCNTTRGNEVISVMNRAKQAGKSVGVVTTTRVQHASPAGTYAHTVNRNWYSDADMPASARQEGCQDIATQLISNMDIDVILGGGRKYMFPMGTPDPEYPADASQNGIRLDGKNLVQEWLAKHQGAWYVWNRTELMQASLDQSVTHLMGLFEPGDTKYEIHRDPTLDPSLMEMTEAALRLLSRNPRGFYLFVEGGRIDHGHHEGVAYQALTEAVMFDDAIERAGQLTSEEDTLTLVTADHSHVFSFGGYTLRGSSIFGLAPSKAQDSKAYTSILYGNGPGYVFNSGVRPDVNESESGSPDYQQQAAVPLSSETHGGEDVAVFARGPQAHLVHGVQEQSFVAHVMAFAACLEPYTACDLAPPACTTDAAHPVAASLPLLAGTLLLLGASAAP
hIAP inh: human IAP inhibition; 0.12% of 330,000 active; AID 2544; P09923; purified IAP, CDP-Star luminescence, 30 min; inhibition, % at 10 µM;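 active means inhibition reaching a set limit with compound at 10 µM in the primary screen, cut at about 35% in these data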;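 further: plate controls were DMSO wells with enzyme for no effect and no-enzyme buffer wells for full effect; values of inactives mirror those of a sister screen read the other way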
APOBEC3G inh: APOBEC3G (human) deaminase inhibition; 0.28% of 330,000 active; inhibition, % at 20 µM; recombinant A3G, ssDNA deamination FAM/TAMRA fluorescence; Q9HC16; AID 493012;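 active means inhibition of at least 40% at 20 µM, with no more than 30% in the related APOBEC3A deaminase screen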;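 further: plate controls were DMSO wells with A3G for no effect and wells lacking A3G enzyme for full effect; some compounds called inactive have numbers as strong as hits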
MPTP inh: permeability transition pore inhibition; isolated mouse mitochondria, Ca2+ swelling absorbance, 30 min; inhibition, % at 10 µM; 1.4% of 360,000 active;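 active means inhibition of 50% or more, scaled per plate between neutral and stimulator controls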;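 further: 0% = DMSO wells given calcium and 100% = 1 mM EGTA wells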
beta cell repl: induces beta-cell replication in MIN6 cells. AID 2380. proliferation, % at 10 µM. MIN6 cells proliferation, ATPlite luminescence, 48 h; cells starved in 0.2% serum; 100% = growth in 10% serum. 0.29% of 330,000 active;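 active means compounds whose signal lies at least 3.5 SD above the mean of all wells on their plate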;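 further: 0% = DMSO-treated cells in low-serum medium and 100% = 10% serum control; some compounds called inactive have numbers as strong as hits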
* hit, by the source's call.

SMILES | mIAP inh | NR3A LBD binder | mIAP act | APOBEC3A inh | hIAP act | hIAP inh | APOBEC3G inh | MPTP inh | beta cell repl
COC(=O)C1(C)CN(S(=O)(=O)c2ccc(C)cc2)c2cc(OC)ccc2C1=O (centres undefined) | 6.4 | 0.5 | 0.936 | -3.6 | 0.907 | 9.3 | -5.6 | 1.2 | 0.0
O=C(C[n+]1cccc(C(=O)N/N=C/c2cccc([N+](=O)[O-])c2)c1)c1ccccc1 | 4.9 | -0.1 | 0.951 | -4.2 | 0.991 | 0.9 | -11.6 | 0.2 | -2.4
CCc1ccc(N(CC(=O)NC2CCCC2)C(=O)CCC(=O)Nc2cc(C)on2)cc1 | 1.0 | 0.4 | 0.99 | -4.8 | 1.02 | -1.8 | -8.4 | 0.2 | 2.8
COC(=O)C(O)(CC(=O)Nc1ccc(OC(F)(F)F)cc1)C(F)(F)F (centres undefined) | -4.8 | -2.7 | 1.05 | -0.8 | 0.974 | 2.6 | -7.0 | 2.2 | -2.3
Cc1cc(Nc2ccccc2)n(-c2ccc(C(=O)O)cc2)n1 | -1.8 | -1.4 | 1.02 | 2.9 | 1.1 | -10.1 | -2.3 | -1.2 | -0.8
CC1(C)CC(=O)C2=C(C1)c1c(ccc3ncccc13)NC2c1cccs1 (centres undefined) | 6.2 | -2.7 | 0.938 | 2.9 | 1.07 | -7.0 | 2.5 | 1.9 | -1.6
CCC(C)(C)NC(=O)C1CCN(c2nc(OC)nc(OC)n2)CC1 | -2.3 | -14.5 | 1.02 | 1.7 | 0.977 | 2.3 | -5.3 | 1.8 | 2.8
O=C(Nc1cccc(C(=O)Nc2ccc(F)cc2F)c1)c1ccccc1 | -8.8 | -3.8 | 1.09 | -3.1 | 1.08 | -8.5 | -5.2 | -0.3 | -1.2
COc1cc(CCC(=O)Nc2nnc(-c3cccnc3)s2)cc(OC)c1OC | -0.1 | 0.9 | 1 | 3.7 | 0.938 | 6.2 | -4.5 | 2.3 | 4.6
O=C(c1ccc(Cl)c(S(=O)(=O)N2CCOCC2)c1)N1CCN(Cc2ccccc2)CC1 | -3.9 | 0.9 | 1.04 | -3.0 | 1.26 | -26.0 | -3.6 | -2.8 | -0.6
O=C(Cc1ccc(Cl)cc1)c1ccc(O)cc1 | 5.2 | 1.4 | 0.948 | 0.0 | 0.915 | 8.5 | -0.9 | 8.0 | -1.8
COc1ccccc1N(C)S(=O)(=O)c1ccc(Cl)c(C(=O)NC2=NCCS2)c1 | -1.7 | 0.6 | 1.02 | -1.5 | 0.991 | 0.9 | -4.3 | -1.2 | -1.3
O=C(O)c1ccc(-n2c(O)c(C=C3N=c4ccccc4=N3)sc2=S)cc1 | 36.3 | -2.0 | 0.637 | 1.6 | 1.12 | -11.9 | 0.7 | 7.8 | -0.8
CC(C)Oc1cccc(C(=O)Nc2ncn[nH]2)c1 | 3.5 | 0.4 | 0.965 | 4.5 | 2.24* | -123.8 | -5.4 | 1.6 | -1.0
COc1ccccc1Cc1noc(C(C)(C)NC(=O)c2ccccc2)n1 | 4.1 | -0.8 | 0.959 | 1.3 | 1.16 | -15.5 | -4.2 | -0.8 | -2.4
CC(C)c1cc(C(=O)N2CCCC(C(=O)c3ccc4ccccc4c3)C2)on1 (centres undefined) | 3.9 | 0.7 | 0.961 | 7.8 | 1.01 | -1.4 | -1.1 | 1.2 | -3.8
Cn1c(-c2ccc(F)cc2)cnc1NCc1ccc(F)cc1 | -3.0 | -1.9 | 1.03 | 3.1 | 0.914 | 8.6 | 1.3 | 0.2 | -3.5
CCOc1ccc(S(=O)(=O)NC2CCCC2)cc1C | -5.6 | 0.4 | 1.06 | 3.9 | 1.16 | -15.9 | -5.9 | 0.7 | -1.7
COc1ccc(NC(=O)CCCC(=O)OCC(=O)c2cccc(OC)c2)cc1 | -0.7 | -3.0 | 1.01 | -1.9 | 1.17 | -17.3 | -5.3 | 1.6 | -0.3
CCOC(=O)c1sc(=S)sc1SCc1cccc(C(F)(F)F)c1 | 9.5 | -0.5 | 0.905 | -3.7 | 1.02 | -1.9 | -6.8 | -1.7 | -6.5

Three of the entries above in order of the NR3A LBD binder value, rising:
mol	NR3A LBD binder
COc1ccc(NC(=O)CCCC(=O)OCC(=O)c2cccc(OC)c2)cc1	-3.0
COc1ccccc1N(C)S(=O)(=O)c1ccc(Cl)c(C(=O)NC2=NCCS2)c1	0.6
CC(C)c1cc(C(=O)N2CCCC(C(=O)c3ccc4ccccc4c3)C2)on1 (centres undefined)	0.7

(further entries)
SMILES | mIAP inh | NR3A LBD binder | mIAP act | APOBEC3A inh | hIAP act | hIAP inh | APOBEC3G inh | MPTP inh | beta cell repl
Fc1cccc2sc(Nc3nc4cc5c(cc4s3)OCO5)nc12 | -23.3 | 5.3 | 1.23 | 1.8 | 1.32 | -31.8 | -10.3 | 7.7 | -5.7
CSc1nc(SCC(=O)O)c2c3c(sc2n1)COC(C)(C)C3 | -1.5 | -0.9 | 1.01 | -2.4 | 0.912 | 8.8 | -4.4 | 0.8 | -1.7
Cc1cc(NS(=O)(=O)c2ccc(NC(=O)CCCOc3ccc(Cl)cc3)cc2)no1 | 8.4 | -3.6 | 0.916 | 2.0 | 1.05 | -5.2 | -3.9 | 1.6 | -3.0
CC(C(=O)NC(C)(C)C)N(C(=O)CS(=O)CC(=O)Nc1ccc(F)cc1)C1CCCC1 (centres undefined) | 2.9 | 0.0 | 0.971 | -4.5 | 0.947 | 5.3 | -12.5 | 5.6 | 1.9
COc1ccc(/C=C(\NC(=O)c2cccs2)C(=O)Nc2cccc3ccccc23)cc1OC | 8.4 | 3.2 | 0.916 | 3.0 | 0.969 | 3.1 | -1.3 | 0.7 | -2.8
COc1ccc(C2C(C(C)=O)=C(O)C(=O)N2CCc2ccccc2)c(OC)c1 (centres undefined) | -6.9 | 1.5 | 1.07 | -5.1 | 0.997 | 0.3 | -2.7 | 2.5 | 0.8
CC(CCc1ccccc1)NC(=O)CN1CCc2ccccc2C1 (centres undefined) | -1.4 | -0.5 | 1.01 | -4.8 | 1.12 | -11.9 | -5.9 | -0.6 | -1.1
COc1ccc(OC)c(C2CC(=O)Nc3c2c(=O)[nH]c2ncnn32)c1 (centres undefined) | -0.3 | 0.6 | 1 | -2.6 | 1.1 | -10.5 | -5.7 | 0.5 | -0.2
COc1cccc(CNC(=O)C2CCN(S(=O)(=O)c3ccc(Br)s3)CC2)c1 | -8.1 | 2.5 | 1.08 | -3.4 | 0.987 | 1.3 | -4.4 | 2.6 | 0.0
O=C1CC(N2CCN(c3ccc(Cl)cc3)CC2)C(=O)N1c1ccc(F)cc1 (centres undefined) | 4.3 | -0.9 | 0.957 | -4.2 | 1.2 | -20.2 | -5.7 | -0.1 | -2.0
O=C1C2C(C(=O)N1c1ccccc1)N1CCCN1C2c1ccccc1 (centres undefined) | -9.3 | -1.1 | 1.09 | 2.2 | 0.926 | 7.4 | 5.3 | -1.5 | 0.9
O=C1OC(c2ccc(O)cc2)(c2ccc(O)cc2)c2ccccc21 | 6.8 | -19.2 | 0.932 | 1.5 | 1.07 | -6.6 | 1.8 | 1.9 | 5.2
O=C(NCc1ccc2c(c1)OCO2)c1ccccc1Cl | -0.7 | -1.0 | 1.01 | 8.0 | 1.18 | -17.9 | -0.5 | 0.8 | -1.2
OCCNCCCOc1ccc(Cl)cc1Br | 6.0 | -0.5 | 0.94 | 1.2 | 0.88 | 12.0 | -5.3 | -5.8 | -5.0
CC(C)CCNC(=O)NC(=O)COc1c(F)c(F)cc(F)c1F | 8.7 | 4.0 | 0.913 | 1.6 | 0.908 | 9.2 | 2.2 | 4.1 | -2.2
O=C(N/N=C\c1ccccn1)C1c2ccccc2Oc2ccccc21 | 5.3 | 0.8 | 0.947 | 0.8 | 1.22 | -21.7 | 1.1 | -0.3 | -1.1
Cc1cc(C)cc(N(C(C)C(=O)N2CCOCC2)S(C)(=O)=O)c1 (centres undefined) | 1.6 | -0.8 | 0.984 | -2.2 | 1.08 | -8.3 | -8.6 | -1.8 | -0.6
O=C(CC(c1ccccc1)(c1ccccc1)c1ccccc1)N[C@@H](Cc1ccccc1)C(=O)O | -0.7 | -3.4 | 1.01 | -1.4 | 1.19 | -19.1 | -6.7 | 1.7 | -2.4
CCc1nc2nc(C)c(NS(=O)(=O)c3cccs3)c(=O)n2[nH]1 | -0.6 | -1.3 | 1.01 | -0.1 | 1.02 | -1.6 | -3.8 | -1.4 | 0.0
O=C(Cn1ncc2ccccc21)N1CCN(c2cccc(C(F)(F)F)c2)CC1 | -5.5 | 0.6 | 1.05 | 0.7 | 1.07 | -6.6 | 0.3 | 0.9 | 2.2
COCCN(C(=O)COC(=O)c1cc(C)oc1C)c1c(N)n(Cc2ccccc2)c(=O)[nH]c1=O | 6.0 | -1.6 | 0.94 | -2.0 | 1.09 | -9.4 | -7.9 | -0.2 | 0.9
CC(Oc1cccc(Cl)c1)C(=O)N1CCCN(C)CC1 (centres undefined) | 7.0 | 0.6 | 0.93 | 1.8 | 1.13 | -13.2 | -3.6 | -0.1 | 4.6
CC(C)NC(=O)CSc1nnc(COc2ccccc2Cl)o1 | 15.1 | -2.1 | 0.849 | -3.6 | 0.93 | 7.0 | -5.3 | -1.4 | -1.2
Cc1c(C(=O)N(C)c2ccc(Cl)cc2)cnn1-c1ccccc1 | -13.7 | -8.9 | 1.14 | -4.0 | 1.21 | -20.8 | -4.6 | -1.5 | -3.9
O=C(Cn1nc(Cc2ccncc2)c2ccccc2c1=O)N1CCc2ccccc2C1 | 0.3 | -2.7 | 0.997 | -3.4 | 0.95 | 5.0 | -3.8 | -0.9 | -0.9
O=C(Cc1ccc([N+](=O)[O-])cc1)NNC(=O)c1cccs1 | 1.7 | 0.2 | 0.983 | -4.0 | 0.883 | 11.7 | -8.4 | -2.8 | 2.2
O=C(CSc1nnc(-c2ccc(F)cc2)c2ccccc12)Nc1ccccc1Cl | 13.4 | -2.7 | 0.866 | -2.3 | 1.11 | -11.0 | -2.3 | -18.4 | 0.0
COc1cccc(/C=C2\SC(=S)N(CCC(=O)NCCc3ccc(O)cc3)C2=O)c1 | 18.8 | 16.2* | 0.812 | -5.6 | 0.886 | 11.4 | -1.9 | -0.3 | -2.5
CC(NC(=O)CSc1ccccc1C(=O)O)C1CC2CCC1C2 (centres undefined) | -8.1 | 0.2 | 1.08 | 0.5 | 1.05 | -5.4 | 1.2 | -0.6 | 0.3
NS(=O)(=O)c1ccc(Nc2ccc([N+](=O)[O-])c3nonc23)cc1 | 28.1 | -3.5 | 0.719 | 8.3 | 0.709 | 29.1 | 3.3 | 7.7 | -3.1
CC(=NCC1CCNCC1)C1=C(O)CC(C)(C)CC1=O | -6.0 | 0.7 | 1.06 | -4.2 | 0.994 | 0.6 | -6.7 | -1.6 | 0.8
Cc1ccccc1NC(=O)CSc1nc2ccccc2o1 | 4.1 | -1.3 | 0.959 | 3.9 | 0.928 | 7.2 | -3.7 | -1.8 | -2.1
CCOC(=O)c1ccc(-c2c(-c3ccccc3OC)oc3ccccc23)cc1F | 15.8 | 0.6 | 0.842 | -1.5 | 0.995 | 0.5 | -2.0 | 2.1 | -7.4
CCN(CC)C(=O)COc1ccc2c3c(c(=O)oc2c1C)CCCC3 | 1.2 | 0.1 | 0.988 | -2.1 | 1.24 | -24.3 | -4.7 | 0.4 | -2.1
Cc1nc2ccccc2cc1C(=O)N/N=C/c1cccs1 | -0.9 | -1.5 | 1.01 | -2.7 | 0.96 | 4.0 | -4.6 | -1.0 | 0.0

Source: PubChem (Sanford-Burnham Center for Chemical Genomics)
